# Compound activity as filed in PubChem.
# Lamin A splicing: modulators of lamin A splicing; HeLa LMNA splicing GFP/RFP minigene ratio, 48 h; Potency, µM (series often up to 46.1 µM), for inactives: at the top dose ratio change, negative = inhibition, hits mostly inhibitors; 200,000 tested, 0.01% active; AID 1487; active = well fitted inhibition curve with a large enough effect in the signal ratio, with a control signal flat, not every such curve was filed as active; inconclusive = small, poorly fitted or top-dose-only effect, or effect the other way, or a change in a side signal; the % refers to the signal ratio; also: potency is read from the fitted curve at half-maximal effect; % is scaled to controls: 0 for no effect and ±100 for the full control effect
#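 S3 HeLa stable clones carrying a lamin A-EGFP splicing minigene plus DsRed2 were seeded at 600 cells/well in Opti-MEM with 2% FBS, pin-dosed and incubated 48 h at 37°C. Acumen cytometry (488 nm) gave the GFP/RFP total-intensity ratio.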
# KinaseGlo FLuc: blocks Kinase-Glo luciferase, a counter-screen artifact; Kinase-Glo luciferase, ATP luminescence, 8 min; Potency, µM (titrated, usually from 38.3 µM), inactives show at the highest dose activity change, negative = inhibition, actives largely listed as inhibitors; 200,000 tested, 0.28% active; also: potency is read from the fitted curve at half-maximal effect; % is scaled to controls: 0 for no effect and ±100 for the full control effect; nearly all actives have a fitted effect of over 60% in size
#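 Inhibition of Kinase-Glo luciferase light generation was assessed at 10 uM ATP in pH 7.2 imidazole buffer, with luminescence measured after eight minutes at ambient temperature.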
# NPSR antagonist: antagonists of human neuropeptide S receptor cAMP signaling; Q6W5P4; CHO-NPSR cells, cAMP TR-FRET, antagonist mode; Potency, µM (series often up to 38.3 µM), inactives show at the top dose activity change, negative = inhibition, actives largely listed as inhibitors; 220,000 tested, 1% active; AID 1461; also: potency is read from the fitted curve at half-maximal effect; % is scaled to controls: 0 for no effect and ±100 for the full control effect; nearly all actives have a fitted effect of over 50% in size; many of its hits are not listed in these tables
# GLA spleen mod: inhibits or activates alpha-galactosidase in human spleen homogenate. Potency, µM (doses to about 80 µM), for inactives: at the top dose activity change, negative = inhibition, actives largely listed as inhibitors. P06280. AID 2107. human spleen homogenate, 4MU-alpha-Gal fluorescence, 40 min. 240,000 tested, 0.008% active;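 also: potency is read from the fitted curve at half-maximal effect; 0% = enzyme with vehicle and -100% = no enzyme basal signal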
# Target sequence (P06280 32-429 limits assumed): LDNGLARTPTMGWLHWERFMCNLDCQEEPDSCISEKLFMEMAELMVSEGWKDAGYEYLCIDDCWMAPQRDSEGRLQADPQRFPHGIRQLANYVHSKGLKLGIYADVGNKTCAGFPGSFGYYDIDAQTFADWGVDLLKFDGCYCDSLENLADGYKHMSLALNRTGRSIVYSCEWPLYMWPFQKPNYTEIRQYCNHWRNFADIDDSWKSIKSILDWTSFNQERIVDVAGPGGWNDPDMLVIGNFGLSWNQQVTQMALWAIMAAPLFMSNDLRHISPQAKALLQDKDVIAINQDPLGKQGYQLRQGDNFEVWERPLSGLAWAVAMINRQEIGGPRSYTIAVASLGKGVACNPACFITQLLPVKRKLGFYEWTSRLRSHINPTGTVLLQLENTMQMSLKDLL
#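 qHTS titration in buffer at pH 5.0. Alpha-galactosidase activity in spleen homogenate was measured via 4-methylumbelliferone release from 1 mM fluorogenic substrate after 40 min at 37C and a pH 10 stop. AC50 came from Hill fits of control-normalized data.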
# IMPase Li inh: IMPase inhibition in cells with lithium potentiation; CHO-M1 cells, IP1 TR-FRET (IP-One), carbachol + lithium; Potency, µM (series often up to 59.4 µM), for the others: top-dose activity, negative = IMPase inhibition, hits mostly inhibitors; 210,000 tested, 0.35% active; AID 1457;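 also: IP1 builds up when IMPase is blocked and the TR-FRET signal falls; potency is read from the fitted curve at half-maximal effect; plate controls were basal vehicle for no effect and high inhibitor control for full effect; nearly all actives have a fitted effect of over 50% in size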
#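 Readout is a homogeneous TR-FRET IP1 immunoassay (Ex 320, Em 665 and 620), where raised cytosolic IP1 lowers signal. Cells were CHO-M1 treated 30 min at 37C with test compounds plus a little lithium; AC50 values came from Hill-equation fitting.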
# Epigenetic reg: regulators of epigenetic silencing causing reporter derepression in mouse cells. murine LDR cells, GFP reporter derepression, 30 h. 280,000 tested, 0.2% active. AID 1865. Potency, µM (series often up to 53.9 µM), without a hit: top-dose GFP activation, most hits filed as activators; also: potency is read from the fitted curve at half-maximal effect; % of control where 0% means no effect; nearly all actives have a fitted effect of over 60% in size
#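 Readout is the number of GFP-expressing murine LDR cells, counted by cytometry following washing. Cells were treated with compound for 30 h at 37 C; the stably integrated CMV-GFP locus is normally silent.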
# CBFb-RUNX1 inh: blocks binding between human CBF-beta and RUNX1; Q01196+Q13951; AlphaScreen CBFb-His/RUNX1-biotin binding, biochemical; Potency, µM (doses to about 59.8 µM), without a hit: top-dose activity, negative = inhibition, hits mostly inhibitors; 230,000 tested, under 10 active; AID 1477; also: % of control where 0% means no effect
# Target sequence (Q01196 whole entry, looked up): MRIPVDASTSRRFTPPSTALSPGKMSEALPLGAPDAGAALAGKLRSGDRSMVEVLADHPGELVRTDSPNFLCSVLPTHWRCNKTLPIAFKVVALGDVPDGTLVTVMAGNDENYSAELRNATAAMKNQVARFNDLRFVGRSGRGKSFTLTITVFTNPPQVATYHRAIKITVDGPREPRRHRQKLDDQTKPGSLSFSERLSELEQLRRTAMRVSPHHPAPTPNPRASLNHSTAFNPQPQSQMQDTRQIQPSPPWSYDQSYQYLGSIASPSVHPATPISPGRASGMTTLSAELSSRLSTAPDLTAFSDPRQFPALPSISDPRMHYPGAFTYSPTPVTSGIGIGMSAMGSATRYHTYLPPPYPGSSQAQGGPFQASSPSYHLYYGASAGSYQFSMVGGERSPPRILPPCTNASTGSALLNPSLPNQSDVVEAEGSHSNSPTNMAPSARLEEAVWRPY
# Target sequence (Q13951 whole entry, looked up): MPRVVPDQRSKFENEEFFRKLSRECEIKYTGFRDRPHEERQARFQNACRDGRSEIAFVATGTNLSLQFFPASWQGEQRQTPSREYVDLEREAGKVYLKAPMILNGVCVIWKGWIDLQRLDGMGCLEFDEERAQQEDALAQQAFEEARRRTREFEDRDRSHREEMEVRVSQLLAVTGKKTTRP
#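 Inhibition was taken as any reduction in AlphaScreen signal from the CBF-beta–RUNX1 pair (His and biotin tags, 30 nM each), measured after compound (15 min) and bead (90 min) incubations at room temperature.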
# * = called active by the depositor; ? = inconclusive; . = no result given; [ ] = remark or other dose. Unless noted, calls follow the shape of the dose curve; as a rule, active = well fitted curve in the direction sought with a large enough effect; inconclusive = small, poorly fitted or top-dose-only effect, or another doubt; inactive = no such curve, though single readings can be large; an effect the other way counts as inactive or inconclusive. These rows are one share of the data (hit frequency here may not be typical).
SMILES,Lamin A splicing,GLA spleen mod,IMPase Li inh,Epigenetic reg,CBFb-RUNX1 inh,KinaseGlo FLuc,NPSR antagonist
CCCOc1ccc(/C=N/Nc2cccc([N+](=O)[O-])c2)c(O)c1,?,26.0%,-13.7%,-3.0%,62.6%,-2.0%,-8.7%
Cc1ccc(S(=O)(=O)NCC(=O)N(CC(=O)NC2CCCCC2)CC2CCCO2)cc1 (stereo not given),7.6%,-0.7%,11.8%[38.3 µM],0.1%,3.5%,-3.1%,-7.1%[46.1 µM]
N#Cc1cccc(NC(=O)C2SC(=Nc3ccccc3)C(C(=O)N3CCOCC3)=C2N)c1 (stereo not given),3.2%,3.5%,11.9%,1.1%,0.4%,3.7%,-11.5%
O=C(N/N=C/c1ccccn1)c1cc(C2CC2)[nH]n1,-0.9%[46 µM],6.8%,5.4%,1.1%,-21.0%,-6.0%,4.0%
O=c1c2ccccc2sc2nc(C3CCCCC3)n(Cc3ccco3)c(=O)c12,?,7.7%,34.7%[activator][38.3 µM],-1.1%,7.2%,0.1%,10µM*
O=C(NNC(=O)c1ccc(Cl)cc1Cl)Nc1ccccc1,-9.4%,2.4%,-2.2%,-2.0%,3.2%,-4.5%,8.9%
CC(C)c1nnc(NC(=O)c2cccc(NC(=O)C(F)(F)F)c2)s1,-7.6%[46 µM],7.0%,-6.0%,-2.9%,9.5%,4.1%,-1.1%
CO/N=C(\c1nonc1N)N1CCN(c2ccc(Cl)cc2[N+](=O)[O-])CC1,1.9%,-0.2%,14.5%[38.3 µM],-1.9%,-28.2%,-7.3%,-18.2%[46.1 µM]
CCOC(=O)c1nnn(-c2nonc2N)c1CN1CCc2ccccc2C1,-7.1%,5.1%,5.6%,0.9%,13.9%,-2.1%,-23.8%[46.1 µM]
CCc1cccc(C)c1NC(=O)c1ccc(CN2CCc3ccccc3C2)cc1,?,-1.8%,12.4%,0.1%,-5.0%,-7.2%,-22.6%
Cc1c(NC(=O)c2ccc(C(C)(C)C)cc2)cccc1[N+](=O)[O-],-20.6%,1.0%,6.8%,-1.1%,4.3%,-0.9%,-20.0%
Cc1cc(C)n2c(SCC(=O)N(C)C3CCS(=O)(=O)C3)nnc2n1 (stereo not given),-1.4%,-2.7%,5.1%[38.3 µM],-0.6%,-2.9%,-3.2%,11.8%[46.1 µM]
CC(=O)Nc1c(-c2ccccc2)nc2ncccn12,0.4%,5.8%,-18.1%[38.3 µM],-0.2%,2.9%,0.1%,4.7%[46.1 µM]
CCN1CCN(c2cc(C)c3cc(NC(=O)c4cncc(Br)c4)ccc3n2)CC1,6.5%,-5.9%,34.7%[activator][38.3 µM],2.1%,4.8%,-4.4%,-21.2%[46.1 µM]
Cc1cccc(-c2nnc(SCC(=O)Nc3cccc(C(=O)N4CCOCC4)c3)n2C)c1,-2.2%,-6.9%,-1.2%,-1.0%,8.7%,0.4%,4.7%
COCCNC(=O)CSc1nc2nn(-c3ccccc3)c(=O)c-2c2n1CCCCC2,4.6%[46 µM],-1.2%,11.4%,0.0%,13.9%,-1.4%,-9.5%
CCOC(=O)CSc1nnc(-c2ccco2)n1-c1ccccc1,-3.4%,14.9%,8.5%[38.3 µM],?,8.7%,-8.9%,3.7%[46.1 µM]
COc1cc(/C=C/C(=O)OCC(=O)Nc2ccc(C)cc2[N+](=O)[O-])ccc1O,.,8.1%,2.4%,0.0%,-1.4%,0.1%,15.6%
COc1ccc2[nH]c(C(=O)Nc3cccc(C)n3)cc2c1,.,-6.1%,.,3.2%,-0.5%,.,8.2%
O=C(CCC1N=C2c3ccccc3N=C(SCc3cccc(Cl)c3)N2C1=O)NCc1ccco1 (stereo not given),9.3%,-7.4%,-5.2%[38.3 µM],-2.2%,-6.8%,-8.8%,-29.1%[46.1 µM]

# Part of the list above, reformatted.
# Value order: Lamin A splicing | GLA spleen mod | IMPase Li inh | Epigenetic reg | CBFb-RUNX1 inh | KinaseGlo FLuc | NPSR antagonist
- O=C(CCC1N=C2c3ccccc3N=C(SCc3cccc(Cl)c3)N2C1=O)NCc1ccco1 (stereo not given)
    9.3% | -7.4% | -5.2%[38.3 µM] | -2.2% | -6.8% | -8.8% | -29.1%[46.1 µM]
- Cc1ccc(S(=O)(=O)NCC(=O)N(CC(=O)NC2CCCCC2)CC2CCCO2)cc1 (stereo not given)
    7.6% | -0.7% | 11.8%[38.3 µM] | 0.1% | 3.5% | -3.1% | -7.1%[46.1 µM]
- Cc1c(NC(=O)c2ccc(C(C)(C)C)cc2)cccc1[N+](=O)[O-]
    -20.6% | 1.0% | 6.8% | -1.1% | 4.3% | -0.9% | -20.0%

# (cont.)
SMILES,Lamin A splicing,GLA spleen mod,IMPase Li inh,Epigenetic reg,CBFb-RUNX1 inh,KinaseGlo FLuc,NPSR antagonist
COC(=O)C1=C(C)N(C)C(=S)NC1c1ccccc1 (stereo not given),0.8%,3.7%,-6.5%,1.0%,-10.8%,1.0%,17.0%
Cc1ccc(C(=O)NCC(=O)OCc2csc(-c3ccccc3)n2)cc1,-9.5%,1.4%,-7.0%,3.3%,25.7%,3.2%,17.2%
O=C(CN(C(=O)CCNC(=O)c1ccco1)c1ccccc1)NC1CCCC1,10.3%,-1.3%,19.4%[38.3 µM],0.0%,26.1%,-2.1%,1.4%[46.1 µM]
Cc1nc2ccccc2c2oc(C(=O)N3CCc4ccccc43)cc12,.,3.8%,8.3%,2.3%,11.8%,.,12.0%
Cc1cc([N+](=O)[O-])c(-c2ccc(/C=N/n3cnnc3)o2)cc1Cl,-6.5%,-2.1%,-4.3%[38.3 µM],-1.1%,-6.5%,-3.1%,-8.7%[46.1 µM]
CCc1cccc(C)c1NC(=O)CCCSc1nc2ccccc2s1,?,0.5%,6.8%,-1.9%,2.5%,0.2%,-27.1%
CN(C)CCOC(=O)Cc1ccc(Cl)cc1,-4.4%,8.2%,-13.9%[38.3 µM],-5.4%,-10.9%,-7.0%,12.5%[46.1 µM]
N#Cc1cn(CC(=O)O)c2ccccc12,7.8%,17.0%,-5.6%[38.3 µM],-0.2%,-3.6%,1.6%,-1.0%[46.1 µM]
CNS(=O)(=O)c1ccc2nc(NC(=O)/C=C/c3ccco3)sc2c1,?,-3.4%,-8.9%,8.5%,?,-2.9%,-1.9%
COc1ccc(C2CC2C(C)=O)cc1 (stereo not given),13.2%[46 µM],2.6%,-6.2%,-0.1%,0.1%,2.7%,5.2%
O=C(COC(=O)c1cn(-c2ccccc2)nc1-c1ccccc1)Nc1ncc(Cl)cc1Cl,.,-4.3%,.,?,1.5%,.,-31.8%
COc1cnc(SCc2ccc(Cl)c(Cl)c2)nc1Cl,?,9.2%,10.9%[38.3 µM],-3.5%,?,-4.5%,-27.1%[46.1 µM]
Oc1ccc(-c2n[nH]c(=S)n2Cc2ccco2)cc1,3.1%,1.8%,0.9%[38.3 µM],-0.2%,-6.3%,-1.6%,?
c1ccc(-c2nc3nc4ccccc4nc3n2CC2CCCO2)cc1 (stereo not given),.,?,.,1.1%,8.3%,.,-13.2%
O=S(=O)(/C=C/c1ccccc1)N1CCN(Cc2ccc3c(c2)OCO3)CC1,?,3.1%,6.8%,-3.8%,-4.0%,-3.0%,-19.8%
CCCCC(CC)CNC(=O)C(=O)c1ccccc1NC(C)=O (stereo not given),-14.6%,0.5%,-1.3%,-1.6%,5.1%,0.8%,-0.8%
COc1ccc(-n2c(=O)c3c4c(sc3n(CC(=O)NCC3CCCO3)c2=O)CCCC4)c(OC)c1 (stereo not given),5.7%[46 µM],2.3%,2.2%,-3.5%,3.4%,0.2%,-14.1%
CCCCNC(=O)CSc1nc2ccsc2c(=O)n1C1CCN(C(=O)OCC)CC1,1.2%,-1.5%,-9.1%[38.3 µM],-2.0%,1.1%,-0.2%,-25.2%[46.1 µM]
CCOCC(=O)Nc1c(C(=O)Nc2ccc3c(c2)OCCO3)oc2ccccc12,.,6.5%,5.2%,-1.9%,-2.5%,-3.6%,-25.4%
CC(C)[C@H](NC(=O)c1ccccc1)C(=O)OCC(=O)NCc1ccc(F)cc1,-13.8%[46 µM],-7.4%,5.4%,-0.1%,-1.9%,4.1%,-5.3%
O=C(Nc1ccccc1C(=O)N1CCN(c2ccccc2)CC1)c1ccco1,-1.1%,-14.0%,18.4%[38.3 µM],2.1%,1.0%,0.3%,-17.1%[46.1 µM]
COc1ccc(CCNc2nc(=O)[nH]nc2C)cc1OC,11.7%,10.3%,-12.1%[38.3 µM],4.3%,2.6%,-6.5%,-9.3%[46.1 µM]
Cc1cccc(C)c1OCC(O)CN1CCCCC1 (stereo not given),3.6%[46 µM],-0.2%,-4.8%,1.3%,4.8%,4.2%,0.9%
O=C(NCc1cccs1)C(=O)NCC(c1ccco1)N1CCN(c2ccccc2F)CC1 (stereo not given),?,-2.7%,3.5%,-0.1%,4.3%,9.0%,-29.3%
COC(=O)/C=C1/S/C(=N/NC(=O)c2ccccc2)NC1=O,15.6%,-5.2%,-0.6%[38.3 µM],1.2%,4.9%,-0.8%,-11.2%[46.1 µM]
CCCCNC(=S)N(C)/N=C/c1ccc(OCC(=O)Nc2c(C)cc(C)cc2C)c(OC)c1,?,-6.9%,4.3%,-1.1%,7.4%,-0.2%,-43.4%
Cc1oc(/C=N/NC(=O)CN(c2ccccc2Br)S(C)(=O)=O)cc1Br,-7.7%,-1.9%,3.2%[38.3 µM],0.0%,-7.4%,-3.6%,-11.6%[46.1 µM]
O=c1c2ccccc2n2cnnc2n1-c1ccccc1,1.0%,-3.9%,-5.1%[38.3 µM],-2.4%,11.3%,2.4%,-6.5%[46.1 µM]
CCc1ccc(C(=O)c2cnc3ccc(OC)cc3c2N2CCN(CC)CC2)cc1,?,3.3%,8.9%,0.6%,16.7%,1.4%,?
Cc1ccc(C(=O)N/C(=C/c2ccc(C(C)C)cc2)C(=O)NCCCN2CCOCC2)cc1,.,5.7%,.,1.4%,-0.9%,.,-19.1%
COc1cnc(-c2ccccn2)nc1Sc1c(Cl)cccc1Cl,15.5%,-13.3%,7.4%[38.3 µM],0.0%,?,-1.7%,?
C(=N\Nc1nc(Nc2ccccc2)nc(Nc2ccccc2)n1)/c1cccnc1,.,-9.6%,20.4%,?,4.0%,-2.8%,?
COc1ccc(Br)cc1CN(C)C(C)C(=O)Nc1cccc(C(C)=O)c1 (stereo not given),.,2.7%,21.7%,1.1%,?,-0.2%,-45.4%
O=C(NCc1ccc(-c2nc3ccccc3s2)cc1)c1cc2ccccc2o1,-2.1%,-3.4%,.,-0.9%,4.5%,.,?
